# S-ASM inh: Inhibitors of Secretory Acid Sphingomyelinase (S-ASM): qHTS. placental ASM, HMU-PC fluorogenic substrate, 60 min. AID 504937, 2011. 340,000 compounds, 0.006% hits. Sphingomyelin phosphodiesterase (Homo sapiens), P17405. Potency, µM (top dose mostly 57.5 µM), for the others: top-dose activity change, negative = inhibition, most hits filed as inhibitors; note: potency is the fitted concentration of half-maximal effect
#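 qHTS format. ASM enzyme prepared from human placenta hydrolyses the fluorogenic substrate HMU-PC0 (9 uM final) over 60 min at 37 °C after a 10 min compound preincubation.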
# KCNH2 3.1 inh: qHTS for Inhibitors of KCHN2 3.1: Mutant qHTS; AID 720553, 2013; 340,000 compounds, 0.95% hits; U2OS KCNH2 3.1, thallium flux FluxOr; hits give low values; activity change, % (tested at about 1.8 µM); Potassium voltage-gated channel subfamily H member 2, brain isoform KCNH2 3.1 (human);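 active = maximum activity change below -70%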;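 note: thallium influx rate constant from kinetic fluorescence after stimulation buffer; % is set by controls: 0 for no effect and ±100 for the full control effect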
#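 Thallium flux read-out: FluxOr dye with Red40 quencher in HBSS/HEPES, 45 min at RT. Rate constants from kinetic reads were normalized to positive and negative DMSO controls. Cells: U2OS virally expressing the 3.1 isoform.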
# a7 integrin act: qHTS for Activators of Integrin-Mediated Alleviation for Muscular Dystrophy; AID 624291, 2012; 350,000 compounds, 0.064% hits; Potency, µM (titrated, usually from 38.3 µM), without a hit: at the top dose activation, hits mostly activators; alpha7betagal myoblasts, beta-gal FDG fluorescence, 48 h;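 note: potency is the fitted concentration of half-maximal effect; 100% = response of the positive control SU9516; nearly all actives have a fitted effect of over 60% in size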
#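 alpha7betagal+/- myoblasts (passage 13, 250/well) treated 48 h at 37C with compounds at 1:260 dilution of DMSO stock. Lysed, then beta-galactosidase activity read as FDG fluorescence (ex 480/em 540) after 30 min, with pre-read for autofluorescence.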
# hERG WT inh: qHTS for Inhibitors of KCHN2 3.1: Wildtype qHTS; U2OS, BacMam KCNH2, thallium flux FluxOr; hits give low values; activity change, % at 1.84 µM; AID 720551, 2013; 340,000 compounds, 0.37% hits;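 active = maximum activity change below -70%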; note: % is set by controls: 0 for no effect and ±100 for the full control effect
# Target sequence (Q12809 whole entry, looked up): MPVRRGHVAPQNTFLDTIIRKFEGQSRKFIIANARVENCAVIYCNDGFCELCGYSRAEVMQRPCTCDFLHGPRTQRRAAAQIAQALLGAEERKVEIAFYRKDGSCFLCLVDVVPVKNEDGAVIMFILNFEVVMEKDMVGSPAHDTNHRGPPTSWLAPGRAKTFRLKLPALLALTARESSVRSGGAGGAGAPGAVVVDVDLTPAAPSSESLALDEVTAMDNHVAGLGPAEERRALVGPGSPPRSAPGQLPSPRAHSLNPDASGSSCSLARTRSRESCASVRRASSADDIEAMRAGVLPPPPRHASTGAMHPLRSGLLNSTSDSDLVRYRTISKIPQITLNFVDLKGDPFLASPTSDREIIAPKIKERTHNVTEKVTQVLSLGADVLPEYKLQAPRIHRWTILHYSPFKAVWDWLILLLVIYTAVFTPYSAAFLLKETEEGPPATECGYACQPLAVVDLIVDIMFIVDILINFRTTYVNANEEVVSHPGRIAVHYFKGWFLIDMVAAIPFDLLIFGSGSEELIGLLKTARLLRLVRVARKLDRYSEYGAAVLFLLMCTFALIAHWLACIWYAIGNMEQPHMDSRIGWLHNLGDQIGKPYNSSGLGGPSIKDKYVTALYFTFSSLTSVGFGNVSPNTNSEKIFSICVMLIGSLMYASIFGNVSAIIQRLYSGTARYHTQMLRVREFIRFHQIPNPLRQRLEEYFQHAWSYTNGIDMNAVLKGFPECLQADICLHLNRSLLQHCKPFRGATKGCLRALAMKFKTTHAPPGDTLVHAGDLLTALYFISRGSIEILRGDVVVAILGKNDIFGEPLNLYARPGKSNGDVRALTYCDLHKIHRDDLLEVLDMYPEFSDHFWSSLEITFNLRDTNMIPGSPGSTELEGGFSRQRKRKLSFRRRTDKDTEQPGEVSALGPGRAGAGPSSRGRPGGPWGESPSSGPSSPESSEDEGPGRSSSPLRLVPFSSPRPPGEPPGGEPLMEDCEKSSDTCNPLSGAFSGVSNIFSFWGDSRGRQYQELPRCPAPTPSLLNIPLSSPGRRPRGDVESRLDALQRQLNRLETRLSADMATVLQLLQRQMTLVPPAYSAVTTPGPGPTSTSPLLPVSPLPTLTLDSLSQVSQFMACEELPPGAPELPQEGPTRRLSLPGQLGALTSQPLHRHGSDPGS
#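 U2OS cells transduced with wild-type KCNH2 virus are loaded with FluxOr dye for 45 min, and thallium flux is measured in kinetic reads before and after stimulation buffer. Rate constants are normalized to DMSO controls.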
# Numbers without * were called inactive; . = not tested or not shown; [ ] = dose if it differs, or a comment. Unless noted, calls come from the whole dose curve; as a rule, active = well fitted curve in the direction sought with a large enough effect; inconclusive = small, poorly fitted or top-dose-only effect, or another doubt; inactive = no such curve, though single readings can be large; an effect the other way counts as inactive or inconclusive.
# The first two compounds as a preview:
nr	molecule	KCNH2 3.1 inh	S-ASM inh	hERG WT inh	a7 integrin act
1	CC(Cc1ccccc1)Nc1ncnc2c1ncn2C1OC(CO)C(O)C1O (centres undefined)	-4	3%	10	.
2	O=C(O)CN(CC(=O)O)CC(=O)O	-6	5%	3	.

# The list itself, repeating the preview:
nr	molecule	KCNH2 3.1 inh	S-ASM inh	hERG WT inh	a7 integrin act
1	CC(Cc1ccccc1)Nc1ncnc2c1ncn2C1OC(CO)C(O)C1O (centres undefined)	-4	3%	10	.
2	O=C(O)CN(CC(=O)O)CC(=O)O	-6	5%	3	.
3	Cc1cc(OCC(=O)Nc2nnc(C3CC3)s2)ccc1Cl	1	.	5	14%
4	CCC(C)C(CO)NCCCn1cnc2c(OC)ncnc21 (centres undefined)	35	.	7	1%
5	CCN(c1ccc(OC)cc1)S(=O)(=O)N1CCCC(C(=O)NCc2ccc(OC(C)C)cc2)C1 (centres undefined)	-3	.	-13	-30%
6	O=C(NC(Cc1nn[nH]n1)C(=O)OCc1ccccc1)OCc1ccccc1 (centres undefined)	24	.	12	1%
7	Cc1ccc(C(=O)O)cc1NCc1cccnc1	-9	.	3	-8%
8	C[C@@H]1CN([C@@H](C)CO)C(=O)c2cc(Br)cnc2O[C@@H]1CN(C)S(C)(=O)=O	13	.	-4	-25%
9	Cn1c(/N=C(\N)c2ccccc2)nc2ccccc21	16	.	-9	-10%
10	CCCCN1C(=O)C(CC(=O)NCC2CCCCC2)CC(C(=O)N(C)C)=C1C (centres undefined)	3	.	-4	0%
11	O=C(Nc1nnc(-c2ccco2)o1)c1ccc(S(=O)(=O)N2CCCCC2)cc1	18	.	2	0%
12	COc1ccc(NC(=O)CNCc2cccs2)c(OC)c1	-3	.	-6	4%
13	C[C@@H]1CN([C@H](C)CO)C(=O)CCCn2nncc2CO[C@@H]1CN(C)C(=O)C1CCCCC1	1	.	-2	-6%
14	O=C(COC(=O)c1cc(=O)c2ccccc2o1)NCc1ccc(Cl)cc1	8	.	1	14%
15	C#CCN(C[C@@H]1[C@@H](OC(=O)Nc2cccs2)[C@@H](OC(=O)Nc2cccs2)Cn2c(=O)ccc(=O)n21)S(=O)(=O)c1ccc(C)cc1	-2	.	12	-59%[inhibitor]

# Rewritten with two lines to a compound: two of the compounds above
# Sequence of screens – KCNH2 3.1 inh	S-ASM inh	hERG WT inh	a7 integrin act
(3) Cc1cc(OCC(=O)Nc2nnc(C3CC3)s2)ccc1Cl
    1	.	5	14%
(4) CCC(C)C(CO)NCCCn1cnc2c(OC)ncnc21 (centres undefined)
    35	.	7	1%

# Carrying on.
nr	molecule	KCNH2 3.1 inh	S-ASM inh	hERG WT inh	a7 integrin act
16	CC1=C(C(=O)N2CCOCC2)CC(CC(=O)NCCCCc2ccccc2)C(=O)N1CCC1=CCCCC1 (centres undefined)	15	.	-15	7%
17	COc1ccc(NC(=O)N(C)C[C@@H]2OCc3cnnn3CCCC(=O)N([C@H](C)CO)C[C@H]2C)cc1	-8	.	-8	1%
18	O=C(Nc1cc(S(=O)(=O)N2CCOCC2)ccc1OCC(F)(F)F)C1CCCC1	3	.	6	21%
19	CC1C(=O)N(Cc2cn(CC3CCCCC3)nn2)CCS(=O)(=O)N1Cc1ccc(-c2ccncc2)cc1 (centres undefined)	-1	.	4	-5%
20	COc1cccc(NC(=O)CSCc2nc3sc(C)c(C)c3c(=O)[nH]2)c1	-2	.	-2	-7%
21	O=C(CCN1CCCCO1)NC1CCCc2c1cnn2-c1ccc(F)cc1F (centres undefined)	0	.	4	2%
22	COc1ccc(S(=O)(=O)N2CCCCC2)cc1NC(=O)Cn1c(=O)cnc2ccccc21	18	.	-15	-11%
23	C[C@H](CO)N1C[C@H](C)[C@@H](CN(C)C(=O)c2cccnc2)Oc2ncc(Br)cc2C1=O	3	.	4	17%
24	CCOC(=O)C1(C#N)C(=O)CSC1=Nc1ccccc1Cl (centres undefined)	0	.	-9	24%
25	Cc1cc(C(=O)NNC(C)Cc2ccccc2)no1 (centres undefined)	-15	.	14	7%
26	CCCc1cc(CCC)n2nc(N)nc2n1	6	.	-5	-6%
27	O=C(Nc1ccc([N+](=O)[O-])cc1)c1cccc([N+](=O)[O-])c1	-9	.	6	3%
28	Nc1cc(C(=O)N2CCN(c3ccccc3Cl)CC2)ccc1N1CC2CC(C1)c1cccc(=O)n1C2 (centres undefined)	6	.	6	-11%
29	CSc1ncnc2c1ncn2CCCNCc1ccccc1	-1	.	-3	3%
30	CCOC(=O)CCCN(c1[nH]c(C)c(C)c1C#N)S(=O)(=O)c1ccc(C)cc1	-3	.	2	-12%

# 2 entries picked at random from those above, as already listed:
nr	molecule	KCNH2 3.1 inh	S-ASM inh	hERG WT inh	a7 integrin act
16	CC1=C(C(=O)N2CCOCC2)CC(CC(=O)NCCCCc2ccccc2)C(=O)N1CCC1=CCCCC1 (centres undefined)	15	.	-15	7%
22	COc1ccc(S(=O)(=O)N2CCCCC2)cc1NC(=O)Cn1c(=O)cnc2ccccc21	18	.	-15	-11%

# Further structures follow:
nr	molecule	KCNH2 3.1 inh	S-ASM inh	hERG WT inh	a7 integrin act
31	CCN(CC(=O)Nc1c(F)cccc1F)C(=O)CCCSc1nc2ccccc2[nH]1	8	.	0	15%
32	CCC[C@H]1CN(c2ccccc2)C(=O)[C@@H]1CC(=O)NC	-15	.	-9	7%
33	C[C@H]1CN([C@@H](C)CO)C(=O)c2cc(Br)cnc2O[C@H]1CN(C)C(=O)c1cnccn1	-2	.	-7	-4%
34	Cc1cc(C)c(S(=O)(=O)N2CCOC23CCN(S(C)(=O)=O)CC3)c(C)c1	-2	.	-5	7%
35	CCN(c1ccccc1)S(=O)(=O)c1cccc(C(=O)NCC(c2ccc(OC)cc2)N2CCCCC2)c1 (centres undefined)	-15	.	43	-52%[inhibitor]
36	Cc1ccccc1S(=O)(=O)N(C)C[C@H]1OCc2cnnn2CCCC(=O)N([C@H](C)CO)C[C@H]1C	7	.	-19	9%
37	CCOC(=O)C(=O)Nc1ccc(S(=O)(=O)Nc2nccc(C)n2)cc1	11	.	-1	5%
38	CCOC(=O)c1c(C)[nH]c(C)c1C(=O)COC(=O)c1nn(CC)c(=O)c2ccccc12	-5	.	-102*	0%
39	CCN(CC)C(=O)C1=C(C)N(Cc2ccc(F)cc2)C(=O)C(CC(=O)NC2CCCC2)C1 (centres undefined)	-24	.	11	10%
40	Cc1cc(C(=O)OC(C)C(=O)NC2CCCCC2C)c2ccccc2n1 (centres undefined)	4	.	2	-10%
41	Cc1cccc(Cn2c(NC3CCCC3)nc3c2c(=O)[nH]c(=O)n3C)c1	2	.	7	15%
42	Cc1ccc(S(=O)(=O)CCC(=O)OCc2nnc(-c3ccc([N+](=O)[O-])cc3)o2)cc1	-13	.	-28	4%
43	c1ccc2c(c1)nnn2-c1ccncc1	2	.	-10	0%
44	CCOC(=O)C1=C(C)OC(=CC=Cc2ccccc2)C1=O	3	.	11	-12%
45	O=C(NC1CCCCC1)c1ccc2ccccc2c1O	-2	.	-6	-7%

# One compound at a time, from the list above:
# Shown for `Cc1ccc(C(=O)O)cc1NCc1cccnc1` → KCNH2 3.1 inh = -9; S-ASM inh = .; hERG WT inh = 3; a7 integrin act = -8%
# Shown for `CCN(CC(=O)Nc1c(F)cccc1F)C(=O)CCCSc1nc2ccccc2[nH]1` → KCNH2 3.1 inh = 8; S-ASM inh = .; hERG WT inh = 0; a7 integrin act = 15%
# Shown for `COc1cccc(NC(=O)CSCc2nc3sc(C)c(C)c3c(=O)[nH]2)c1` → KCNH2 3.1 inh = -2; S-ASM inh = .; hERG WT inh = -2; a7 integrin act = -7%

# Carrying on:
nr	molecule	KCNH2 3.1 inh	S-ASM inh	hERG WT inh	a7 integrin act
46	CCCC#Cc1ccc2c(c1)O[C@@H](CN(C)Cc1ccc3c(c1)OCO3)[C@H](C)CN([C@@H](C)CO)S2(=O)=O	-8	.	2	-47%[inhibitor]
47	COc1ccc(S(=O)(=O)N2CCC(C(=O)NN3CCCCC3)CC2)cc1	11	.	-1	-4%
48	O=C1NC(Cc2ccc(O)cc2)c2nc3ccc(Cl)cc3c(=O)n2-c2cc3ccccc3cc21 (centres undefined)	-6	.	8	-51%[inhibitor]
49	O=C(OCc1cn([C@@H]2C[C@H](c3ccc(Cl)cc3)N(CC3CCCCC3)C[C@H]2O)nn1)c1ccccc1	-9	.	7	24%
50	O=C(O)C(=Cc1ccncc1)c1cccc2ccccc12	-3	.	-2	2%
51	COCCNC(=O)C[C@H]1C[C@H]2c3cc(NS(=O)(=O)c4ccc(F)cc4)ccc3O[C@H]2[C@H](CO)O1	2	.	-9	3%
52	CC(=O)Nc1ccc(S(=O)(=O)N(CC(=O)NCC2CCCO2)Cc2ccccc2Cl)cc1 (centres undefined)	12	.	-3	4%
53	Cc1ccc(S(=O)(=O)N2CCCCC2)cc1NC(=O)COC(=O)C1CC1	8	.	-8	14%
54	CS(=O)(=O)Nc1ccc2c(c1)[C@H]1C[C@H](CC(=O)NCc3cccc(F)c3)O[C@@H](CO)[C@H]1O2	-4	.	20	1%
55	CCC1=C(Nc2ccccc2)COC1=O	2	.	16	11%
56	CCC[C@H]1CN(Cc2ccccc2)C(=O)[C@@H]1CC(=O)NC	11	.	8	-5%
57	COc1ccc(Br)cc1CNC(=O)C1CCCN(S(=O)(=O)N2CCC(C)CC2)C1 (centres undefined)	-12	.	8	-24%
58	O=[N+]([O-])c1ccc(Sc2ccncn2)c([N+](=O)[O-])c1	10	.	6	-66%[inhibitor]
59	C=CCNC(=O)CN1C(=O)CSc2ccc(S(=O)(=O)N3CCOCC3)cc21	12	.	5	-6%
60	C[C@@H]1CN([C@H](C)CO)S(=O)(=O)c2ccc(Br)cc2O[C@H]1CN(C)C(=O)C1CCCCC1	-20	.	-13	21%
61	C[C@@H]1CN([C@@H](C)CO)C(=O)CCCn2nncc2CO[C@H]1CN(C)S(=O)(=O)c1ccc(F)cc1	3	.	4	18%
62	O=C(COC(=O)c1cc([N+](=O)[O-])ccc1N1CCOCC1)NCc1ccccc1	4	.	2	10%
63	CNC(=O)C[C@H]1C(=O)N(Cc2ccccc2)C[C@@H]1C	4	.	-1	20%
64	O=C1c2cccc3cccc(c23)C(=O)N1CCO	-21	.	1	14%
65	CCN(CC)C(=O)C1=C(C)N(Cc2ccc(F)cc2)C(=O)C(CC(=O)NC2CCCCC2)C1 (centres undefined)	6	.	-22	4%
66	Cc1ccc(CS(=O)Cc2ccc(C(=O)N3CCN(c4cccc(C)c4C)CC3)o2)cc1 (centres undefined)	4	.	20	-5%
67	COc1ccc([C@H]2C[C@H](n3cc(COC(=O)c4ccccc4)nn3)[C@@H](O)CN2CC2CCCCC2)cc1	19	.	-1	13%
68	COc1cc(OC)c(C=Cc2ccncn2)c(OC)c1	0	.	17	12%
69	c1cc2[nH]c3ccncc3c2cn1	9	.	-1	23%

# From PubChem

# Some of the compounds tested; count on the stated rates, not on these rows.
